mcGAS RapidFire = blocks mouse cGAS cGAMP production; Q8C6L5; recombinant mouse cGAS, cGAMP by RapidFire MS; inhibition, % at 12.5 µM; 130,000 compounds, 0.18% hits;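 active means inhibition of cGAS enzyme activity at or above 60%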;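 further: enzyme stimulated by 45 bp dsDNA with ATP and GTP substrates; cGAMP share of summed cGAMP plus half ATP and half GTP signals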
Target sequence (Q8C6L5 whole entry, looked up): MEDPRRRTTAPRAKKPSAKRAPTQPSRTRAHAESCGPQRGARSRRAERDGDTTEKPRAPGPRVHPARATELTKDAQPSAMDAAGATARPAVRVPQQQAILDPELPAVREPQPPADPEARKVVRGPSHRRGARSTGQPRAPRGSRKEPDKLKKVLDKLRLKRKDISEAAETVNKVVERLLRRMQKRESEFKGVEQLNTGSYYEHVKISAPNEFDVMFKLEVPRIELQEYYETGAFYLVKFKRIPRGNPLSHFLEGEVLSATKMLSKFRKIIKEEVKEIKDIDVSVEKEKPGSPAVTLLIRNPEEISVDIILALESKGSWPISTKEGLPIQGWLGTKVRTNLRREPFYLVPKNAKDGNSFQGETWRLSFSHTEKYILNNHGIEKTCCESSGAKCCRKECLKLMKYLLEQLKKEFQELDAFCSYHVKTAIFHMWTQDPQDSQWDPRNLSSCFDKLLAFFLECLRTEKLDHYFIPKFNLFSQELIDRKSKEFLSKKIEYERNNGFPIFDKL
An asterisk follows results filed as active; & = joins results of further samples.

| Structure | mcGAS RapidFire |
| --- | --- |
| N#CCC1C(=O)Nc2ccccc21 (centres undefined) | -10 |
| CCOc1ccc(-n2c(C3CCCN(C)C3)n[nH]c2=O)cc1 (centres undefined) | 0 |
| COc1cc(C(=O)NCc2cccc(SC)c2)ccc1OC1CCN(C(C)=O)CC1 | -11 |
| NC(=S)c1cccc(Br)c1 | -4 |
| CCN1CCC(CC(=O)N(Cc2ccsc2)CC(C)C)CC1 | -19 |
| c1ccc(-c2ccc(-c3[nH]ncc3CN3CCSCC3)cc2)cc1 | 4 |
| Cc1nc2ccc(C(=O)N3CCC4(C=Cc5ccccc54)CC3)cc2[nH]1 | -2 |
| CCn1nc(C)c(C(=O)Nc2cccc(NC(=O)c3ccccc3OC)c2)c1C | -6 |
| Cc1ccc(C2(O)CCN(C(=O)COCc3ccccc3)CC2)nc1 | -7 |
| Cc1ccc(CNC(=O)CCC2CCCN(Cc3ccc4c(c3)OCCO4)C2)o1 (centres undefined) | -7 |
| CCc1ocnc1C(=O)OCC1CCCCC1 | 0 |
| Cc1cnc(C)c(N2CCN(C(=O)c3cc(COc4ccc5ncccc5c4)on3)CC2)n1 | -7 |
| CONC(=O)c1cc(-c2ccco2)nc2c1cnn2C(C)C | 5 |
| CC(C)c1nnsc1CNC(=O)CC1C(=O)NCCN1C(C)C (centres undefined) | -4 |
| O=C(NCc1ccco1)c1cc(=O)c(OCc2ccccc2)c[nH]1 | -2 |
| CN1CCN(C(=O)C2CCCN(c3nc(-c4ccccc4)nc4c3CCC4)C2)CC1 (centres undefined) | -3 |

Some of the entries so far, as labelled records.
CONC(=O)c1cc(-c2ccco2)nc2c1cnn2C(C)C
  mcGAS RapidFire: 5

CC(C)c1nnsc1CNC(=O)CC1C(=O)NCCN1C(C)C (centres undefined)
  mcGAS RapidFire: -4

(list continues)
| Structure | mcGAS RapidFire |
| --- | --- |
| Cc1nc(NCCNC(=O)c2ccc(F)cc2Cl)cc(N2CCOCC2)n1 | -2 |
| Cc1ccc(-n2c(SCC(=O)Nc3nc4ccc(C)cc4s3)nc3c(c2=O)SCC3)cc1 | -10 |
| O=C(NCC1CCN(Cc2ccncc2Cl)C1)C1CCCCC1 (centres undefined) | -11 |
| CN1CCN(n2ccc3c(cnc4c(-c5ccccc5)cnn43)c2=O)CC1 | -4 |
| CC(=O)OCC(=O)[C@@]1(O)CC[C@H]2[C@@H]3CCC4=CC(=O)CC[C@]4(C)[C@H]3C(=O)C[C@@]21C | -2 |
| CN(Cc1ccccc1)C(=S)NC(=O)C1CC1 | -10 |
| O=C(NN=Cc1cccs1)C1CCN(S(=O)(=O)c2cccs2)CC1 | 29 |
| CC(C)OC(=O)CCNC(=O)Nc1ccccc1N1CC(C)OC(C)C1 (centres undefined) | -12 |

Grouped by structure: the entries above with an aryl methoxy group
| Structure | mcGAS RapidFire |
| --- | --- |
| COc1cc(C(=O)NCc2cccc(SC)c2)ccc1OC1CCN(C(C)=O)CC1 | -11 |
| CCn1nc(C)c(C(=O)Nc2cccc(NC(=O)c3ccccc3OC)c2)c1C | -6 |

Other compounds follow:
| Structure | mcGAS RapidFire |
| --- | --- |
| C=Cc1ccc2c(c1)N(C)C(=C)S2 | 50 |
| CCC(C)(C)C1CCC2(CC1)NC(CO)(CO)CO2 (centres undefined) | -26 |
| CCCS(=O)(=O)c1c(S(=O)(=O)CCC)c2cnccn2c1C(=O)c1ccc(OC)cc1 | 4 |
| N#C/C(=C\N1CCCC1)C(=O)Nc1cccc(Cl)c1 | -11 |
| Cc1ccc(CN2CCN(Cc3cccc(C)c3)CC2CCO)cc1 (centres undefined) | 1 |
| COc1ccc(-n2nc(-c3ccc(C)o3)cc2C(=O)O)cc1 | -4 |
| Cc1ccc(C(=O)NC2(C(F)(F)F)C(=O)Nc3c2c(=O)[nH]c(=O)n3-c2ccccc2)cc1 (centres undefined) | -7 |
| CCCCn1c(SCc2cn3c(C)cc(C)nc3n2)nc2cc(S(N)(=O)=O)ccc21 | 0 |
| CC(C)CNC(=O)C1(C)CCN1C(=O)c1cccc(F)c1 (centres undefined) | -8 |
| COC1=NC(C)(C)C=C(C)N1c1ccc(C)cc1 | -11 |
| CCOC(=O)c1nn(-c2ccc(C)cc2)c(=O)cc1OS(=O)(=O)c1cccs1 | -3 |
| Cc1cccc2sc(N(CC3CCCO3)C(=O)C3CCCCN3S(C)(=O)=O)nc12 (centres undefined) | 5 |
| O=C(Cc1cccc(O)c1)N1CCC(COc2ccccn2)CC1 | -10 |
| Cc1nccn1-c1ccc(C(C)NC(=O)c2cc(=O)c3ccccc3o2)cc1F (centres undefined) | -1 |
| O=C(NC1CCCCC1)NC1CCN(C(=O)c2ccc3c(c2)COC3)CC1 | 0 |
| Cc1oc(-c2cccc(C(F)(F)F)c2)nc1Cn1ccnc1C | -12 |
| COCCCn1c(=O)[nH][nH]c1=S | -3 |
| O=C(c1cccc(Cl)c1)N1CCC(N2CCC(C(=O)N3CCCC3)CC2)CC1 | -8 |
| CCOC(=O)c1sc(NC(=O)COc2ccc(F)cc2)nc1C | 7 |
| CCN(CC)C(=O)CS(=O)C(C)c1cccc(C)c1 (centres undefined) | -5 |
| CC(NC(C)c1ccccc1Cl)c1ccc(F)cc1 (centres undefined) | -4 |
| CC(C)Cc1cc(C(=O)N2C[C@@H]3[C@H](C2)[C@H]2CC[C@@H]3O2)on1 | 8 |
| O=C(c1cc(-n2cccn2)ccc1Cl)N1CCC(N2CCCC2=O)CC1 | 11 |
| c1cc(-c2cccc(-n3cccn3)c2)cc(-n2cnnc2)c1 | -38 |

Taken from above:
Entry of `c1cc(-c2cccc(-n3cccn3)c2)cc(-n2cnnc2)c1` in mcGAS RapidFire: -38
Entry of `COCCCn1c(=O)[nH][nH]c1=S` in mcGAS RapidFire: -3

Looked up by structure from the list above:
| Structure | mcGAS RapidFire |
| --- | --- |
| O=C(c1cccc(Cl)c1)N1CCC(N2CCC(C(=O)N3CCCC3)CC2)CC1 | -8 |
| CC(C)Cc1cc(C(=O)N2C[C@@H]3[C@H](C2)[C@H]2CC[C@@H]3O2)on1 | 8 |

More results follow:
| Structure | mcGAS RapidFire |
| --- | --- |
| CN(c1ccccc1)S(=O)(=O)c1cccc(NS(=O)(=O)c2ccc(Cl)s2)c1 | 14 |
| COC(=O)c1oc2nc(C)cc(C)c2c1N | 9 |
| CN(Cc1nc2ccccc2[nH]1)C(=O)C1CCCN(C(=O)c2ccco2)C1 (centres undefined) | -6 |
| Cc1cnc(N(C)Cc2n[nH]c3c2CCCC3)nc1N(C)C | -21 |
| FC(F)(F)Oc1ccc(N=Cc2ccsc2)cc1 | 10 |
| COC(=O)c1[nH]ncc1CN1CCCC(OCc2ccccn2)C1 (centres undefined) | -17 |
| c1ccc2c(N3CCCCC3)nc(N3CCCC3)nc2c1 | -7 |
| CN(C)CCCn1ccc2nc3ncnn3c(-c3ccccc3)c2c1=O | -17 |
| CCOC(=O)c1ccc(NC(N)=Nc2nc(CC(=O)OC)cc(=O)[nH]2)cc1 | -5 |
| O=C(c1ccc(Cn2cnnn2)cc1)N1CCCC(CO)(Cc2ccccc2)C1 (centres undefined) | -3 |
| Cc1nsc(NC(=O)N2CCC(O)(c3ccc(F)cc3)CC2)n1 | -31 |
| C[C@H]1CC2C3CCC4=CC(=O)C=C[C@]4(C)[C@@]3(F)[C@@H](O)C[C@]2(C)[C@@]1(O)C(=O)COP(=O)(O)O (some centres undefined) | -2 |
| CS(=O)c1ccc(C(=O)Nc2ccc(C(F)(F)F)cc2)cc1 (centres undefined) | -16 |
| Cc1cccnc1N1C(=O)C2C3C=CC(C3)C2C1=O (centres undefined) | -1 |
| CCC1(c2ccccc2)NC(=O)N(NC(=O)CCl)C1=O (centres undefined) | -2 |
| CCOC(=O)C(C)n1cnc2c(nnn2-c2cccc(Cl)c2)c1=O (centres undefined) | 5 |
| CCOC(=O)c1c(NC(=O)c2cc(OC)c(OC)c(OC)c2)sc(C(N)=O)c1C | -4 |
| O=C(Cc1ccc(O)c(Cl)c1)N1C[C@H]2C[C@H](O)[C@H](O)C[C@H]2C1 | 8 |
| CC1CCC(C(C)C)C(=NNC(N)=O)C1 (centres undefined) | -8 |
| CC1(C)COC2(OC1)C(=O)Nc1ccccc12 | -9 |
| CCCOC1CCCN(C(=O)c2ccc(Br)cc2)C1 (centres undefined) | -9 |
| N#Cc1c(N)nc2sc(C(=O)c3ccc(Cl)cc3)c(N)c2c1-c1ccco1 | -2 |
| CN(C)c1ccc(N)cc1CN(Cc1cccc(F)c1)C(=O)c1cccs1 | -2 |
| CC(C)(Cc1c[nH]c2ccccc12)NC(=O)c1ccc(Nc2cccc(C(F)(F)F)c2)nc1 | -6 |
| Cc1nonc1CN(C)c1nc(-c2cccnc2)nc2c1CCNC2 | -9 |
| COc1ccc2c(c1)OC(C)CN(Cc1cn[nH]c1-c1ccc(F)cc1)C2 (centres undefined) | -6 |
| O=C(c1ccccc1)N1CCC(NCc2nncn2C2CCCCC2)CC1 | -16 |
| CN(C)Cc1ccccc1CCc1ccccc1 | -13 |
| COC(=O)[C@@H]1CCCN1Cc1cn[nH]c1-c1ccc(OC)c(F)c1 | -2 |
| Cc1nccn1Cc1cccc(CNCC(C)(C)S(C)(=O)=O)c1 | -18 |
| CNC(=O)CC(C)N(C)Cc1nc[nH]c1C (centres undefined) | -20 |
| CN(C)CC1(O)CCCN(Cc2cc(-c3ccccn3)no2)CC1 (centres undefined) | -10 |
| Cc1ccc(CNC(=O)NCCCCN2CCC(C)CC2)cc1 | 5 |
| Cn1nc(-c2ccccc2)c2c1NC(=O)CC2c1cc(C(C)(C)C)n[nH]1 (centres undefined) | -5 |
| COC(=O)C1CC2(CCN(C(=O)C(C)ON=C(C)C)CC2)c2ccccc21 (centres undefined) | -4 |
| Cc1nc(C)c(CN2CCc3ccc(S(N)(=O)=O)cc32)s1 | -15 |
| O=C(c1ccc(Cl)c(F)c1)N1CCCC(Nc2ccccc2)C1 (centres undefined) | -8 |
| CC(=O)N1c2ccccc2C(CSc2nnc(C)s2)=CC1(C)C | -2 |
| CCOC(=O)CNc1c(-c2ccc(O)cc2)nc2ccc(Cl)cn12 | -2 |
| CCOc1ccc(S(=O)(=O)n2nc(C)c(S(=O)(=O)N3CCCCC3)c2C)cc1 | 28 |
| O=Cc1cc(Br)ccc1COc1ccccc1 | -4 |
| O=C(C(c1ccccc1)n1cccc1)N1CCC(Cc2ccccn2)CC1 (centres undefined) | 2 |
| CC1CN(C(=O)c2cn[nH]c2-c2ccc(Cl)cc2)CCO1 (centres undefined) | 4 |
| CNC(=O)C(C)N(C)Cc1cccc(-c2ccco2)c1 (centres undefined) | -10 |
| O=c1c2c(nc(SCc3ccc(Br)cc3)n1-c1ccccc1)CCS2 | -6 |
| COCCn1c(=NC(=O)c2ccccc2S(C)(=O)=O)sc2cc(F)cc(F)c21 | -3 |
| O=S(=O)(Nc1cccc2ncccc12)c1ccc(Cl)s1 | -4 |
| CC1(C(=O)NCc2cccc(C(F)(F)F)c2)CCN1Cc1cc2ccccc2o1 (centres undefined) | -12 |
| CCCCCC(C)NS(=O)(=O)c1cnn(C)c1 (centres undefined) | 4 |
| O=C(C1CCC1)N1CCCC(N2CCN(c3ccccc3F)CC2)C1 (centres undefined) | -8 |
| Cc1ccc(CN2CCC(C(=O)Nc3ccc(Oc4cccnc4)cc3)CC2)o1 | -7&1 |
| O=C(Nc1ccnn1C1CCN(Cc2cc3ccccc3o2)CC1)c1ccccc1 | -4 |
| Cc1ccc(S(=O)(=O)/C(C#N)=C/N2CCN(C)CC2)cc1C | -2 |
| CCOc1ccccc1CN1CCN(Cc2ccc(SC)cc2)CC1CCO (centres undefined) | -7&-1 |
| Clc1ccccc1CSc1nn2cnnc2s1 | 2 |
| Cc1cccc(OCC(=O)Nc2ccc(N3CCOCC3)nc2)c1 | -16 |

More structures follow:
| Structure | mcGAS RapidFire |
| --- | --- |
| COc1cc(C(C)NCc2ccc(N3CCOCC3)cc2)ccc1OC(C)C (centres undefined) | 1 |
| N#CC(C#N)=Cc1ccc(-c2nc3ccccc3s2)o1 | 0 |
| CC(C)c1ccc(-c2nccn2CCn2cccn2)cc1 | -14 |
| COc1ccccc1C(=O)Nc1c2c(nn1-c1ccccc1C)CSC2 | -4 |
| CS(=O)(=O)N1CCOC(CC(c2ccccc2)c2ccccc2)C1 (centres undefined) | -7 |
| O=c1c(Br)cccc(Br)c1O | 5 |
| Cc1nc(CN2CCN(Cc3cc4n(n3)CCCNC4)CC2)no1 | 1 |
| CC(O)CC(C)CNC(=O)Nc1cccc(-n2cccc2)c1 (centres undefined) | 3 |
| Cc1cc(C2CCCN2C(=O)NC(C)c2ccccc2C)on1 (centres undefined) | -11 |
| Cc1ccc(-c2cc(C(=O)N3CCCN(CC4CC4)C(C(C)C)C3)n[nH]2)o1 (centres undefined) | 9 |
| Cc1cc(C(=O)N(C)Cc2noc(CC(C)C)n2)nc(C)n1 | 0 |
| O=C(O)c1c(Cl)c(Cl)c(Cl)c(Cl)c1C(=O)N1CCCCCC1 | -5 |
| CCCCN1Cc2cccc(NC(=O)Cc3csc(CC)n3)c2C1 | 0 |
| O=C(CN1CCN(CCC(=O)Nc2ccc(Cl)cc2F)CC1)Nc1ccc(F)cc1 | 12 |
| COC(=O)c1ccc(S(=O)(=O)N2CCC(OC(C)C)CC2)o1 | -27 |
| CCOC(=O)C1=C(C)NC(C)=C(C(=O)OC)C1c1cccc(Cl)c1Cl (centres undefined) | -17&2 |
| O=C1NC(=O)C2C1Sc1c(sc(=O)n1Cc1ccccc1)C2c1c[nH]c2ccccc12 (centres undefined) | 9 |
| Cn1nnc2c(Nc3ccc(F)cc3F)ncnc21 | -9 |
| CCOc1cc(C2CC(=O)Nc3c2c(C)nn3-c2ccc(Cl)nn2)ccc1OC (centres undefined) | -1 |
| Cc1[nH]c(=S)c(C#N)c2c1C1(C)CCC3C(CC=C4CC(O)CCC43C)C1C2 (centres undefined) | 47 |
| CON(C)CC(O)Cn1cc(Nc2cc(C)nc(C(C)(C)C)n2)cn1 (centres undefined) | -14 |
| COc1ccc(Cl)c2sc(N3CCN(C(=O)C4=COCCO4)CC3)nc12 | -2 |
| COCCOc1ccccc1CNc1ccn(C)n1 | 4 |
| CC(=O)Nc1nc(C(=O)Nc2cc(F)ccc2OCC(F)(F)F)cs1 | 4 |
| CCc1nc(SCC(=O)N2CCC3(CN(C)C(=O)O3)C2)n[nH]1 (centres undefined) | -7 |
| c1ccc(C(OCC2CO2)c2ccccc2)cc1 (centres undefined) | 4 |
| O=C(CC1NC(=O)c2ccccc21)NCc1cccnc1-n1ccnc1 (centres undefined) | -26 |

Screening data: PubChem, Fisher Drug Discovery Resource Center

These rows are one share of the data; the hit share may differ from the screen's.
